# KCNK9 inh: KCNK9 potassium channel inhibitors, primary screen, HEK293 cells, thallium flux. Potassium channel subfamily K member 9 (Homo sapiens), Q9NPC2. FluxOR thallium flux fluorescence; stronger effect = lower value. B-score at 10 µM. 1.2% of 310,000 active. AID 488922, 2010;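 active = ratio B-score over 3 SD below the library mean, with starting fluorescence within 5 SD of its mean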;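 also: negative B-score means less thallium flux so channel inhibition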
# TMEM16A act: TMEM16A chloride channel activators or potentiators, primary screen, cell-based, HTS; Anoctamin-1 (Mus musculus), Q8BHY3; HEK293 TMEM16A/YFP-H148Q/I152L, iodide quench fluorescence; stronger effect = lower value; B-score at 10 µM; 0.3% of 340,000 active; AID 623877, 2012;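 active = fluorescence-ratio B-score plate-corrected deviation score at least 3 library SD below zero, with starting fluorescence score within 5 deviations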;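 also: channel opened by trigger with iodide after compound preincubation; score built on the fluorescence ratio of max minus min over baseline; more negative score means more quench and so TMEM16A activation or potentiation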
# KCNQ1 inh: inhibitors of human KCNQ1 channel, primary screen, cell-based, thallium flux, high-throughput; CHO-K1 KCNQ1, FluxOR thallium flux fluorescence; stronger effect = higher value; B-score at 10 µM; 1.3% of 310,000 active;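 active = compounds whose thallium flux B-score, printed positive for inhibition, exceeds three library SD while starting fluorescence stays within three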;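 also: channel opened by potassium depolarization with thallium stimulus after 20 min compound exposure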
# Target sequence (P51787 whole entry, looked up): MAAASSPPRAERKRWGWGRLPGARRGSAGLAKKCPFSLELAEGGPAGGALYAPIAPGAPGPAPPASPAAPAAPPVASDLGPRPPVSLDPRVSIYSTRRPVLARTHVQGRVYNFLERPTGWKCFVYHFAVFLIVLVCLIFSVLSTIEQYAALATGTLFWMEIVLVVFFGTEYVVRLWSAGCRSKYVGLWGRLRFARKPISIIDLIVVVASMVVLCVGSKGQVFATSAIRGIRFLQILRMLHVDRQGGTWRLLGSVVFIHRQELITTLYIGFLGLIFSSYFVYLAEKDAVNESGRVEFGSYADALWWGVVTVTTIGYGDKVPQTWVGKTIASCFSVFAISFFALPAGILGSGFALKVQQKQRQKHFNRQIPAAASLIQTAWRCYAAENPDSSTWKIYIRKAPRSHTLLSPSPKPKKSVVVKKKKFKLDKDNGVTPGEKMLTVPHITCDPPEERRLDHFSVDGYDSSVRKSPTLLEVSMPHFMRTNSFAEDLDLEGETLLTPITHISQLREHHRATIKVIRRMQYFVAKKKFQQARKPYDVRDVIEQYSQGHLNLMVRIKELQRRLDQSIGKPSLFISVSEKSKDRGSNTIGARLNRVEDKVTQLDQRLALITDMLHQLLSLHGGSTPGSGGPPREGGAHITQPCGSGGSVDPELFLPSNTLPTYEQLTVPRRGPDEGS
# KCNQ1 pot: potentiators or activators of KCNQ1 channel, primary screen, cell-based, thallium flux, high-throughput | B-score at 10 µM | CHO-K1 KCNQ1, thallium flux FluxOR fluorescence; stronger effect = higher value | 0.35% of 310,000 active | Potassium voltage-gated channel subfamily KQT member 1 (Homo sapiens), P51787;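 active = fluorescence ratio B-score, a plate-corrected score, at least three library SD, with initial intensity B-score within 5 SD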
#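 assay system = CHO-K1 cells stably expressing KCNQ1 | medium = assay buffer, equal DMSO in all wells | timing = 37 °C overnight plating, 90-min dark dye load, 20-min compound pretreatment | measured by = kinetic FluxOR thallium fluorescence, 10-s 1-Hz baseline, 110-s post-stimulus read | measure = fluorescence change relative to baseline, converted to B score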
# TRPC4 act: activators of mouse TRPC4 channel, primary screen, Fluo4 calcium, HEK293 TRPC4beta/mu-opioid cells; Short transient receptor potential channel 4 (Mus musculus), Q9QUQ5; Fluo4 calcium fluorescence; stronger effect = higher value; B-score at 10 µM; 0.49% of 310,000 active;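 active = B-score above 5 SD of library B-scores, and initial fluorescence ratio not above library mean plus 5 SD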;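 also: positive B-score marks a calcium rise read as TRPC4 activation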
#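 Material: TRPC4beta and mu-opioid receptor HEK293 stable cells | Incubation: 45 min room-temperature Fluo4 loading, 110 s read | Detection: Kinetic Fluo4 calcium fluorescence | Measure: Integrated baseline-normalised fluorescence ratio, converted to per-well B score | Benchmarks: Low control buffer alone, high control maximal DAMGO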
# DYRK1A inh: rat Dyrk1A kinase inhibitors, primary screen, biochemical, single point, plate reader. ADP-Glo luminescence, NFATc1 peptide. inhibition, % at 12.5 µM. 0.43% of 310,000 active. AID 504441, 2011; in the data active = inhibition above about 50%;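 also: plate controls were vehicle with enzyme for no effect and no enzyme for full effect; many of its hits are not listed in these tables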
# KCNK3 block: human KCNK3 channel inhibitors, primary screen, CHO cells, FluxOR thallium flux, B-score; Potassium channel subfamily K member 3 (Homo sapiens), O14649; FluxOR fluorescence; stronger effect = lower value; B-score at 10 µM; 0.84% of 340,000 active;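 active = B-score under library mean minus 4 SD, starting fluorescence ratio at most library mean plus 5 SD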;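 also: more negative B-score means stronger inhibition of thallium flux through KCNK3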
# TRPC4 potent: positive allosteric modulators of TRPC4, primary screen, cell-based, mouse TRPC4beta, HEK293 mu-opioid, Fluo-4 calcium; DAMGO EC20, Fluo-4 Ca2+ flux; stronger effect = higher value; B-score at 10 µM; 0.42% of 310,000 active; AID 2227, 2009;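 active = B-score of calcium response area above 5 SD of library B-scores, with initial fluorescence ratio within 5 SD of library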;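 also: B-score of integrated fluorescence ratio over time as area under calcium response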
# hERG protect: hERG rescue from dofetilide block, primary screen, cell-based, CHO-hERG, FluxOR thallium flux, dofetilide IC70; activation (rescue from dofetilide block), less the hit threshold, % at 10 µM; dofetilide IC70 present; Voltage-gated inwardly rectifying potassium channel KCNH2 (Homo sapiens), Q12809; 0.51% of 310,000 active;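 active = activation above the mean of controls blocked by dofetilide plus 5 SD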;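 also: thallium influx through hERG after potassium depolarization seen as dye fluorescence rise; in these data hits start at about 4.7%; inactives centre near -7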
# ANO1 block: TMEM16A chloride channel inhibitors, primary screen, cell-based, HTS; Anoctamin-1 (Mus musculus), Q8BHY3; HEK293 TMEM16A/YFP iodide influx fluorescence, ionomycin; normalized B-score (activity score, 25-100; higher = stronger inhibition) at 10 µM; 1.2% of 310,000 active;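 active = ratio plate-corrected score three or more library SD toward inhibition, starting fluorescence score within five deviations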;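 also: score derived from kinetic fluorescence span divided by baseline fluorescence per well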
# HDAC3 inhib: HDAC3 deacetylase inhibitors, primary screen, biochemical, fluorescence, cell-free homogeneous | 0.15% of 320,000 active | inhibition, % at 8.3 µM | Histone deacetylase 3 (Homo sapiens), O15379 | AID 2718, 2010 | recombinant HDAC3, fluorogenic peptide/trypsin coupled; in the data active = inhibition above about 26%, passing the limit was not always enough
# Target sequence (O15379 whole entry, looked up): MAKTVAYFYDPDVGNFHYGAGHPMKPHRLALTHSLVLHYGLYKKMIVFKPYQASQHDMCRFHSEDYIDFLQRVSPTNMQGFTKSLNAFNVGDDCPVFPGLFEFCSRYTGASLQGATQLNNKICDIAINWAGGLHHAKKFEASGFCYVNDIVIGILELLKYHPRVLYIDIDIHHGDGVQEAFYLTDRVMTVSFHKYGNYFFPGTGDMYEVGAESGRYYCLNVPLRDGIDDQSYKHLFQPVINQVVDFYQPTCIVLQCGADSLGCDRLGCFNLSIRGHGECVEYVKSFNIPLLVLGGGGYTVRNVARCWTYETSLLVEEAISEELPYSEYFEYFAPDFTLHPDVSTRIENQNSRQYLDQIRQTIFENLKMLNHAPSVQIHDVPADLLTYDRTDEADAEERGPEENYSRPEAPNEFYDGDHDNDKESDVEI
# * hit, by the source's call; i = inactive; / = not tested or not shown. Some of the compounds tested, so the mix of outcomes need not match the whole.
SMILES,KCNK9 inh,TMEM16A act,KCNQ1 inh,KCNQ1 pot,TRPC4 act,DYRK1A inh,KCNK3 block,TRPC4 potent,hERG protect,ANO1 block,HDAC3 inhib
Cc1csc2ncc(C(=O)NCc3ccccn3)c(=O)n12,i,i,i,i,i,1.8,i,i,-9.3,i,-16.1
CN1CCN(S(=O)(=O)c2ccc(NC(=S)NC(=O)c3ccccc3)cc2)CC1,i,i,i,i,i,0.5,i,i,-7.5,i,-0.4
C=CCOC(=O)C1=C[C@H](c2cn(C(C)=O)c3ccccc23)C[C@H](OCc2ccc(CO)cc2)O1,i,i,i,i,i,4.0,i,i,-18.9,i,8.9
CCOC(=O)c1sc(Nc2nc3cc4c(cc3s2)OCO4)cc1C,i,i,i,i,i,2.7,i,i,-2.2,i,0.4
CC(C)c1ccc(/C=N/Nc2ccc(C(=O)O)cc2)cc1,i,i,i,i,i,-2.7,i,i,-5.0,i,5.9
Cc1cc(C)c(S(=O)(=O)N/N=C/c2ccc3c(c2)OCO3)c(C)c1,i,i,i,i,i,-6.1,i,i,-10.3,i,0.7
C/C=C\C(=O)Nc1cccc(C2=NOC3(C2)C[C@@H](C(N)=O)N(C(=O)C2(C)CC2)C3)c1 (stereo not given in full),i,i,i,i,i,-5.8,i,i,-5.1,i,2.3
O=C(CCc1nc2ccccc2[nH]1)NC1CCCCC1,i,i,i,i,i,2.2,i,i,-5.7,i,-3.4
O=C(Nc1cccc(C(F)(F)F)c1)c1cc[n+]([O-])cc1,i,i,i,i,i,0.3,i,i,-5.3,100*,0.5
O=C(O)c1cccc([N+](=O)[O-])c1C(=O)Nc1ccc2ccccc2c1,i,i,i,i,i,-2.5,i,i,-4.5,i,4.6
CCOC(=O)CN1C(=O)N[C@@H](c2ccco2)C(C(C)=O)=C1C,i,i,i,i,i,0.6,i,i,-1.6,i,1.7
C=CCn1c(=N)n(CC(=O)c2cccc([N+](=O)[O-])c2)c2ccccc21,i,i,i,i,i,/,i,i,-9.3,i,-0.9
CN(CCOc1ccc(Cl)cc1)CC(=O)Nc1ccc(OC(F)(F)F)cc1,i,/,i,i,i,4.5,-9.12*,i,-4.5,i,2.5
Cc1cc(Cl)c(OCCCn2cncn2)c(Br)c1,i,i,i,i,i,-1.7,i,i,-10.2,i,-2.2
O=C1c2ccccc2-c2c1cccc2C(=O)N1CCN(C(=O)c2ccco2)CC1,i,i,i,i,i,-1.2,i,i,-14.9,i,-1.8
Cc1cccc(N=Nc2cn[nH]c2-c2ccco2)c1,i,i,i,i,i,-3.9,i,i,-8.3,i,6.0
COc1ccc(CNC(=S)Nc2cccc(F)c2)cc1,i,i,i,i,i,4.6,i,i,-0.8,i,-3.3
O=S(=O)(Nc1ccc(Cl)c(C(F)(F)F)c1)c1cnc[nH]1,i,i,i,i,i,3.5,i,i,-7.8,i,-1.2
COc1ccc(-n2cnnc2SCC(=O)Nc2cc(C)on2)cc1,i,i,i,i,i,-3.7,i,i,-4.6,i,7.8
O=C(c1ccco1)N1CCN(Cc2c(Cl)cccc2Cl)CC1,i,i,i,i,i,9.4,i,i,-4.8,i,0.7
O=S1(=O)CC(O)C(Nc2ccc(Cl)cc2)C1 (stereo not given),i,i,i,i,i,5.3,i,i,-4.9,i,1.4
Nc1nc(SCC(=O)N2CCCC2)[nH]c(=O)c1NC(=O)c1cccs1,i,i,i,i,i,-5.2,i,i,-8.2,i,-3.6
O=C(Nc1cccc2ncccc12)c1cccnc1,i,i,i,i,i,3.1,i,i,-0.2,i,1.5
Cc1cc(C(=O)Nc2ccccc2Cc2ccccc2)no1,i,i,i,i,i,1.7,i,i,-13.9,i,-0.1
COc1cc(/C=C(/NC(C)=O)C(=O)O)cc(Cl)c1OCc1ccc(Br)cc1,i,i,i,i,i,-2.2,i,i,-8.7,i,4.6
O=C(Nc1ccccc1N1CCCCC1)C1CCN(S(=O)(=O)c2cccc(C(F)(F)F)c2)CC1,i,i,6*,i,i,4.9,i,i,-9.3,i,9.2
O=C(NCc1cccs1)c1cnc(Cl)c(Cl)c1,i,i,i,i,i,/,i,i,-10.7,i,-14.9
CCOc1ccc(S(=O)(=O)N2CCC(C(=O)NC3CC3)CC2)cc1Cl,i,i,i,i,i,5.8,i,i,-5.6,i,-5.9
O=C(c1ccccc1F)N(NC(=O)C(O)(c1ccccc1)c1ccccc1)c1ccccc1,i,i,i,i,i,-4.6,i,i,-9.1,i,1.3
CCCn1nc(NC(=O)c2cccs2)c2cc3cc(OC)ccc3nc21,-10.4*,i,i,i,i,47.1,i,i,-5.2,i,-0.9
C/C(CC(=O)NC1CCCCC1)=N\NC(=O)c1ccccc1C,i,i,i,i,i,-3.6,i,i,-10.7,i,5.8
Cc1ccc2nsnc2c1NC(=O)CCc1ccccc1,i,i,i,i,i,0.5,i,i,-6.6,i,-3.0
CC(=O)NC(C1C(=O)CC(C)(C)CC1=O)(C(F)(F)F)C(F)(F)F,i,i,i,i,i,-1.2,i,i,-2.6,i,1.5
O=C1N(Cc2cccc(Cl)c2)C[C@@H]2C[C@@H](c3ccsc3)N3CCC[C@@]123,i,i,i,i,i,-0.1,i,i,-5.0,i,0.4
O=C(CNC(=O)C1CCCCC1)OCn1nnc2ccccc2c1=O,i,i,i,i,i,-4.0,i,i,-23.3,i,9.0
Cc1[nH]nc(N2CCCCC2)c1[N+](=O)[O-],i,i,i,i,i,5.0,i,i,-10.7,i,-6.7
O=C(CCC(=O)Nc1ccc(Cl)cc1)N/N=C/c1ccc2c(c1)OCO2,i,i,6*,i,i,-3.4,i,i,-4.6,i,-10.7
COc1cc(C)c(Cl)cc1S(=O)(=O)NCCN1CCOCC1,i,i,i,i,i,-4.0,i,i,-8.2,i,0.0
Brc1ccc(-n2cccc2/C=N/n2cnnc2)cc1,i,i,i,i,i,10.3,i,i,-2.8,i,-4.3
COc1cc([C@@H]2CC=C(C(=O)O)[C@H](c3ccccc3)N2S(=O)(=O)c2ccc(C)cc2)cc(OC)c1OC,/,i,/,/,/,1.4,i,/,/,i,1.8
CCn1nc(C)c(/C=N/NC(=O)Cn2nccc2C)c1C,i,i,i,i,i,-5.3,i,i,-6.0,i,-1.3
Cc1cc(=O)oc2cc(OC(C)C(=O)NCCCN3CCCC3=O)c(Cl)cc12 (stereo not given),i,i,i,i,i,2.0,i,i,-10.3,i,-4.0
Cc1csc(=O)n1CCC(=O)OCC(=O)Nc1cc(Cl)ccc1[N+](=O)[O-],i,i,i,i,i,1.4,i,i,-11.7,i,1.1
CN(CCOCCOc1ccc2ccccc2c1)Cc1ccccc1,i,i,i,i,i,5.1,i,i,-13.6,i,3.0
COC(=O)c1ccc(CSCc2ccc(C(=O)OC)o2)o1,i,i,i,i,i,3.5,i,i,0.2,i,8.5

# Full records, looked up by structure. Values in the order: KCNK9 inh | TMEM16A act | KCNQ1 inh | KCNQ1 pot | TRPC4 act | DYRK1A inh | KCNK3 block | TRPC4 potent | hERG protect | ANO1 block | HDAC3 inhib
# Cc1csc(=O)n1CCC(=O)OCC(=O)Nc1cc(Cl)ccc1[N+](=O)[O-] across the screens: i | i | i | i | i | 1.4 | i | i | -11.7 | i | 1.1
# CN(CCOCCOc1ccc2ccccc2c1)Cc1ccccc1 across the screens: i | i | i | i | i | 5.1 | i | i | -13.6 | i | 3.0

# New compounds follow:
SMILES,KCNK9 inh,TMEM16A act,KCNQ1 inh,KCNQ1 pot,TRPC4 act,DYRK1A inh,KCNK3 block,TRPC4 potent,hERG protect,ANO1 block,HDAC3 inhib
O=C1CN(C(=O)NCC(=O)N[C@@H](Cc2ccccc2)C(=O)O)c2ccccc2N1,i,i,i,i,i,8.0,i,i,-5.9,i,0.9
CSc1nc(N)c(C(=O)NC2CCCCC2)s1,i,i,i,i,i,2.8,i,i,-4.8,i,5.9
COc1cccc(NC(=O)C2C3C=CC4(O3)C2C(=O)N(C(C)C)C4C(=O)NC2CCCCC2C)c1 (stereo not given),i,i,i,i,i,-1.8,i,i,-7.5,i,-5.7
O=c1[nH]c(=O)n([C@H]2C[C@H](O)[C@@H](CO)O2)cc1I,/,i,/,/,/,-3.3,i,/,/,i,-14.5
c1ccc(C(c2c[nH]c3ccccc23)c2c[nH]c3ccccc23)nc1,i,i,i,i,i,12.3,i,i,-1.6,i,6.4
CC(C)CN(C(=O)COC(=O)c1cccnc1Cl)c1c(N)n(Cc2ccccc2)c(=O)[nH]c1=O,i,i,i,i,i,0.3,i,i,-8.2,i,-1.5
Cc1csc(=O)n1CCC(=O)OCc1nnc(-c2ccccc2)o1,i,i,i,i,i,0.4,i,i,-12.8,i,5.1
O=C(Nc1ccccc1F)c1ccc(COc2ccc(Cl)cc2Cl)o1,i,i,i,i,i,-2.3,i,i,-7.8,i,2.5
Cc1nc2nc(SCC(=O)NCc3ccco3)nn2c(C)c1Cc1ccccc1,i,i,i,i,i,-4.0,i,i,-11.2,i,-4.3
CC(C)[C@H](NC(=O)c1ccccc1Cl)C(=O)OCc1cc([N+](=O)[O-])cc2c1OCOC2,i,i,i,i,i,2.8,i,i,-1.1,i,-6.9
COc1ccc(CN(C)CC(=O)Nc2ccccc2C(F)(F)F)cc1,i,i,i,i,i,1.3,i,i,-16.5,i,4.8
COc1ccccc1-n1cc2ccc([N+](=O)[O-])cc2n1,i,i,i,i,i,1.3,i,i,-9.8,i,6.7
O=c1cc(NCc2ccccc2)[nH]c(=O)[nH]1,i,i,i,i,i,-0.2,i,i,-3.5,i,-3.4
CN1c2ccccc2-c2nc3ccccc3n2C1c1cccs1 (stereo not given),-8.58*,i,i,i,i,-0.9,i,i,-14.0,i,-265.5
COCCNC(=O)/C(C#N)=C/c1c(F)cccc1Cl,i,i,i,i,i,1.8,i,i,-13.5,i,-0.6
CC1CN(C(=O)/C=C/c2ccccc2[N+](=O)[O-])CC(C)O1 (stereo not given),i,i,i,i,i,-2.1,i,i,-10.9,i,6.6
C[C@@H]1CC[C@@]2(O[C@H](CCO)C[C@@H](O)[C@@H]2O)O1,i,i,i,i,i,7.4,i,i,-11.7,i,0.2

# Screening data from PubChem.
